# CRFBP-R2 agonist: agonists of human CRF-binding protein/CRF-R2 receptor complex. HEK293 CRF-R2/CRF-BP, calcium dye fluorescence (FLIPR); percent of saturating CRF peptide response. activation, % at 13.2 µM. 350,000 compounds, 0.46% hits;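 active = activation of at least 50%, plus an integration ratio under a set limit after plate pattern correction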;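 also: plate controls were neutral control wells without compound for no effect and CRF at EC100 for full effect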
# CHRM1 PAM: human CHRM1 positive allosteric modulation; P11229; CHO-K1 hM1, Fluo-8 calcium fluorescence, ACh EC20; 0% = ACh EC20, 100% = maximal ACh; activation, % at 3 µM; 360,000 compounds, 0.088% hits; AID 588819; in the data active = activation above about 19%, passing the limit was not always enough
# Target sequence (P11229 whole entry, looked up): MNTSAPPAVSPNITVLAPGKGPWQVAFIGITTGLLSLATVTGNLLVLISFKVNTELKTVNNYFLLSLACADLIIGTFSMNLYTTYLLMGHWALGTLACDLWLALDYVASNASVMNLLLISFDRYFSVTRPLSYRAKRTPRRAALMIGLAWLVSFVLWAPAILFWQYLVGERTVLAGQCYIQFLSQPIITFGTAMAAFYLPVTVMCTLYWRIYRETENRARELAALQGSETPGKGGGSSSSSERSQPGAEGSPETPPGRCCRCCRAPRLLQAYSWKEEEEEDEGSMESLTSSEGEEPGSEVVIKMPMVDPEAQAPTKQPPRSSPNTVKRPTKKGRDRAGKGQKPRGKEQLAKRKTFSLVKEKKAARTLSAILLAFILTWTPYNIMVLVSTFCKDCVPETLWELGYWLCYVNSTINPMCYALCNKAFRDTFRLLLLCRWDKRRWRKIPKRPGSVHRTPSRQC
# CHRM1 antagonist: antagonists of human M1 muscarinic receptor; P11229; CHO-K1 hM1, Fluo-8 calcium fluorescence, ACh EC80 antagonist; inhibition, % at 3 µM; 360,000 compounds, 1.3% hits; AID 588852;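 active = percent inhibition above its own plate's cutoff, namely the mean of that plate's compound wells plus 3 SD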;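 also: peak over basal fluorescence ratio during 140 s after agonist addition; 0% = ACh EC80 plus DMSO and 100% = DMSO alone without agonist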
# M5 PAM: CHRM5 positive allosteric modulation; AID 624038; CHO-K1 hM5, Fluo-8 calcium, ACh EC20 PAM; 0% = ACh EC20, 100% = ACh EC100; 360,000 compounds, 0.3% hits; P08912; activation, % at 3 µM;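 active = activation above the run cutoff, the mean activation of all test compounds plus 3 SD, cut at about 18% in these data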
# Target sequence (P08912 whole entry, looked up): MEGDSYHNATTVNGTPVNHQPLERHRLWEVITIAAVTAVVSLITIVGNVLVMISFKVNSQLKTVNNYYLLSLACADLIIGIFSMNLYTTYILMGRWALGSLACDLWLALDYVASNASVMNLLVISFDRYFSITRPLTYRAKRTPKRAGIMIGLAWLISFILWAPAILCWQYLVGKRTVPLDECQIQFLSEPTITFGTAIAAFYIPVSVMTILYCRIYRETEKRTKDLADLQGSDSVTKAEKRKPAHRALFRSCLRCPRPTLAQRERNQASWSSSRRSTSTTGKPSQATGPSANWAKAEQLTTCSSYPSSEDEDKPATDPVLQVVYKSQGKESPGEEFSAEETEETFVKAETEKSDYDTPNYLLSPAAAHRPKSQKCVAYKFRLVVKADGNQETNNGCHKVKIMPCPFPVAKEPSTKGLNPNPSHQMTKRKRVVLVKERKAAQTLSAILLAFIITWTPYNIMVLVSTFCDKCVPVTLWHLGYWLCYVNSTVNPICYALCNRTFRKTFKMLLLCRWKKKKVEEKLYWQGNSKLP
#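 Assay system: CHO-K1 hM5 cells / Incubation: Fluo-8 loading 80 min at 37 °C plus 30 min room temperature / Technique: Fluo-8 calcium dye fluorescence, kinetic read / Repeats: single replicate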
# CHRM5 agonist: CHRM5 agonism in calcium assay | P08912 | 360,000 compounds, 0.19% hits | activation, % at 3 µM | CHO-K1 hM5 cells, Fluo-8 calcium fluorescence; 0% DMSO wells, 100% maximal acetylcholine response;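 active = activation above the run's mean over test compounds plus 3 SD, cut at about 23% in these data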;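 also: signal is peak over basal fluorescence ratio across the kinetic read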
# M4 PAM: positive allosteric modulators of human muscarinic M4 receptor; 360,000 compounds, 0.4% hits; activation, % at 3 µM; CHO-K1 hM4/Gqi5, Fluo-8 calcium fluorescence, ACh EC20; 0% = ACh EC20, 100% = maximal ACh; P08173;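 active = activation above its plate's cutoff, the mean activation of sample wells plus 3 SD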; also: some results filed as inactive read as strong as hits
# M4 ag: CHRM4 agonism in calcium assay. activation, % at 3 µM. AID 624127. 360,000 compounds, 0.14% hits. P08173. CHO-K1 hM4/Gqi5, Fluo-8 calcium fluorescence; vehicle 0%, full acetylcholine response 100%;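 active = activation above the run mean over all test wells plus 3 SD, cut at about 32% in these data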;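 also: peak over basal fluorescence ratio per well then scaled between controls; 0% = DMSO wells and 100% = acetylcholine at EC100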
# M4 antag: CHRM4 antagonism in calcium assay; CHO-hM4 cells, ACh EC80, Fluo-8 calcium fluorescence; AID 624125; inhibition, % at 3 µM; P08173; 360,000 compounds, 0.73% hits;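 active = inhibition above its plate's cutoff, the mean inhibition of sample wells plus 3 SD, cut at about 27% in these data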;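 also: 0% = acetylcholine EC80 with DMSO and 100% = DMSO without agonist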
# CHRM5 antagonist: blocks acetylcholine activation of human M5 receptor; P08912; CHO-hM5 cells, Fluo-8 calcium fluorescence, ACh EC80; inhibition, % at 3 µM; 360,000 compounds, 0.59% hits; AID 624040;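 active = inhibition above a per-plate cutoff, the mean of that plate's test compounds plus 3 SD, cut at about 27% in these data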;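 also: 0% = acetylcholine EC80 with DMSO and 100% = DMSO without agonist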
# Starred values were filed as active, the others as inactive; · = no result given. Compounds were not picked by outcome. About 2.8% of those tested had a hit in this group.
SMILES,CRFBP-R2 agonist,CHRM1 PAM,CHRM1 antagonist,M5 PAM,CHRM5 agonist,M4 PAM,M4 ag,M4 antag,CHRM5 antagonist
CCCCN(CCCC)CCNC(=O)c1cn(CC)c2ccc(S(=O)(=O)N3CCCC3)cc2c1=O,3.9,-3,0,3,-8,-6,0,9,-2
COc1ccc(CNC(=O)c2cccc(NC(=O)c3ccccc3)c2)cc1,-4.9,-5,-1,-2,-2,-3,9,-4,6
COc1ccc(CCN(C)C(=O)CSc2nc3ccccc3c(=O)n2CC2CCCO2)cc1OC (stereo unspecified),-0.6,10,-15,-5,-2,14,4,-15,0
c1ccc(OCCCn2nnc(-c3cccnc3)n2)cc1,0.6,1,-5,0,0,-7,1,8,0
CC(=O)Nc1ccc(SCCN2CC[C@@H](C)CCC2=O)cc1,-0.4,1,0,-4,1,2,2,-13,11
Cc1cc(C)c(NC(=O)CSCc2nc3sc(C)c(C)c3c(=O)[nH]2)c(Cl)c1,0.9,2,-3,-12,1,0,1,0,6
Nc1c(-c2ccccc2Cl)cnn1-c1cccc([N+](=O)[O-])c1,1.1,-5,-3,-6,-7,-3,2,-2,-3
O=C(NCc1n[nH]c(=S)n1-c1ccccc1)c1ccc(S(=O)(=O)N2CCOCC2)cc1,-3.3,15,-8,7,-3,11,0,5,-2
Cc1cc(S(=O)(=O)N2CCCC2)ccc1OCC(=O)NCc1ccccc1,1.7,4,-6,-9,-1,-9,2,14,18
CCOC(=O)Cc1c(C)nc2c(-c3ccccc3)c(C)nn2c1C,0.0,3,-19,8,-3,11,0,4,-2
Cc1ccc2[nH]c3c(N4CCN(Cc5ccccc5)CC4)ncnc3c2c1,-3.6,-4,8,-36,-4,-9,15,-1,10
Cc1ccc(NC(=O)c2ccc3c(c2)OCCO3)cc1,2.0,3,5,-2,-1,11,1,8,1
Nn1c(SCC(=O)N2CCCC2=O)nnc1-c1cccs1,-0.9,17,-15,1,3,11,1,-17,-1
O=C(Nc1cccnc1N1CCOCC1)c1ccco1,-0.2,2,0,-3,4,8,1,-4,9
O=C(COc1ccccc1Cl)NCCNC(=O)c1ccco1,1.0,10,-7,7,-2,-1,2,1,1
COc1ccc(S(=O)(=O)N2CCCCC2C)cc1 (stereo unspecified),-1.7,11,-15,3,-16,-8,0,5,16
Cc1ccc(S(=O)(=O)NC(=O)Nc2ccccc2F)cc1,-3.8,4,-1,3,-2,8,1,-10,-8
CCC(CC)C(=O)Nc1c2c(nn1-c1ccc(OC)cc1)CS(=O)C2 (stereo unspecified),0.1,3,-20,6,-3,6,0,1,-1
c1ccc(-c2nc3nonc3c3nc4ccccc4n23)cc1,5.7,0,-4,-4,-3,5,1,-7,3
O=C(CSc1ccccc1Cl)NC1CCCc2ccccc21 (stereo unspecified),-1.2,5,-1,-1,-1,15,-1,-1,4
Cc1cc(C(=O)OCC(=O)N(C)c2ccccc2)c2ccccc2n1,-0.4,-6,2,-2,0,-4,7,5,8
COc1ccc(-c2nnc(-c3cccnc3)o2)cc1,1.9,7,-7,0,1,9,1,4,2
O=C(NC(=S)Nc1ccc(N2CCOCC2)cc1)c1cccc([N+](=O)[O-])c1,-2.5,5,-10,1,-1,8,1,1,-1
Cc1ccc(OCC(=O)NCCCNC(=O)c2ccncc2)cc1C,-0.3,7,-14,-3,-2,-4,1,-7,11
Cc1ccc(S(=O)(=O)NC(CC(=O)O)c2ccccc2)c(C)c1 (stereo unspecified),-1.1,-1,4,-4,1,-2,0,8,-2
CN1/C(=C/C=C(/C#N)C(N)=O)C(C)(C)c2ccccc21,13,5,-23,1,12,1,9,-11,2
COc1ccc(-n2c(SCC(=O)Nc3nccs3)nnc2-c2ccoc2C)cc1,-2.1,4,-6,3,-1,-5,0,4,-6
Nn1c(C2CCC2)nc2cc(Cl)ccc2c1=O,0.7,10,-10,9,1,1,0,-3,2
CC1CCCN(C(=O)c2cccc(S(=O)(=O)NCc3ccccc3)c2)C1 (stereo unspecified),-0.9,9,-17,-1,3,-1,5,-1,-2
CCc1ccc(NC(=O)CCC(=O)N2CCSc3ccccc32)cc1,-3.8,-7,5,-13,3,-11,19,-12,4
COc1ccccc1-c1cnc(C(O)c2cc(C)ccc2C)[nH]1 (stereo unspecified),·,-2,-5,2,2,2,5,-12,-2
O=c1[nH]c(SCC2CCCCO2)nc2ccccc12 (stereo unspecified),-2.3,8,-15,-1,0,-3,0,2,1
CN1C(=O)CC(P(=O)(c2ccccc2)c2ccccc2)N(C)C1=O (stereo unspecified),-1.9,-1,4,8,-1,19,0,5,-1
Cc1ccc(C(C)C)c(OCc2ccc(C(=O)N/N=C/c3cccc(O)c3O)cc2)c1,4.4,-6,16,-10,1,-9,3,23,12
Cn1nc(C2CC2)cc1NC(=O)C1(C)CCN1C(=O)c1ccccc1CCc1ccccc1 (stereo unspecified),·,-2,-8,-5,4,-1,6,-10,1
CCS(=O)(=O)c1nc(S(=O)(=O)c2ccc(C)cc2)c(N2CCCC(C)C2)s1 (stereo unspecified),3.4,-4,-8,-6,-6,-3,4,-14,-11
COC(=O)COc1cccc(NC(=O)c2cccs2)c1,-0.7,7,-10,0,0,5,1,5,-4
CC[C@@]12C(=O)N(c3ccc(OC)cc3)C(=O)N1[C@H](c1cccc(C)c1)[C@@H]1C(=O)N(Cc3ccccc3)C(=O)[C@@H]12,-1.4,11,-15,16,2,-2,2,3,-14
Cc1ccc(C(=O)N/C(=C\c2ccco2)C(=O)NCCc2c[nH]c3ccccc23)cc1,-0.4,0,3,-4,2,-4,4,-2,4
CCOC(=O)c1c(C)[nH]c(C)c1S(=O)(=O)NCCc1ccc(SC)cc1,-1.4,9,-17,-1,-2,1,3,-1,-4
Nc1nc(SCC(=O)Nc2cc(Cl)c(Cl)cc2Cl)n[nH]1,-1.0,-3,-1,7,8,10,9,-14,-9
CC(C)C(C(=O)NCC1CCCO1)N(C(=O)CNS(=O)(=O)c1ccc(F)cc1)c1ccccc1 (stereo unspecified),-0.6,3,-1,0,-1,-3,0,-9,-6
COCCNC(=O)C1CCCN(S(=O)(=O)c2ccc3c(c2)CC(C)N3C(=O)C2CC2)C1 (stereo unspecified),1.3,13,-22,-1,0,4,2,-18,-1
CC1(c2ccc(Cl)cc2)NC(=O)CS1 (stereo unspecified),1.7,1,-6,-1,-3,4,0,0,2
CC(C)(C)OC(=O)N1CCC(C(=O)Nc2ccc(C(=O)NCc3ccccc3)cc2)CC1,0.1,10,-18,-3,5,5,14,-11,4
CCCCSc1nnc(-c2ccc(NC(C)=O)cc2)n1C,11,4,-10,-2,-1,-3,1,-6,-1
CCOC(=O)C1CCCN(c2c(NCC3CCCN3CC)c(=O)c2=O)C1 (stereo unspecified),0.0,13,-4,-1,2,12,1,-8,7
COc1ccc(Br)cc1S(=O)(=O)n1nc(C)cc1C,-1.1,5,-6,2,-3,-2,0,-1,5

# Ordered by molar mass (high to low): 15 of the compounds above
SMILES,CRFBP-R2 agonist,CHRM1 PAM,CHRM1 antagonist,M5 PAM,CHRM5 agonist,M4 PAM,M4 ag,M4 antag,CHRM5 antagonist
CC[C@@]12C(=O)N(c3ccc(OC)cc3)C(=O)N1[C@H](c1cccc(C)c1)[C@@H]1C(=O)N(Cc3ccccc3)C(=O)[C@@H]12,-1.4,11,-15,16,2,-2,2,3,-14
CC(C)C(C(=O)NCC1CCCO1)N(C(=O)CNS(=O)(=O)c1ccc(F)cc1)c1ccccc1 (stereo unspecified),-0.6,3,-1,0,-1,-3,0,-9,-6
COCCNC(=O)C1CCCN(S(=O)(=O)c2ccc3c(c2)CC(C)N3C(=O)C2CC2)C1 (stereo unspecified),1.3,13,-22,-1,0,4,2,-18,-1
Cn1nc(C2CC2)cc1NC(=O)C1(C)CCN1C(=O)c1ccccc1CCc1ccccc1 (stereo unspecified),·,-2,-8,-5,4,-1,6,-10,1
CC(C)(C)OC(=O)N1CCC(C(=O)Nc2ccc(C(=O)NCc3ccccc3)cc2)CC1,0.1,10,-18,-3,5,5,14,-11,4
CCS(=O)(=O)c1nc(S(=O)(=O)c2ccc(C)cc2)c(N2CCCC(C)C2)s1 (stereo unspecified),3.4,-4,-8,-6,-6,-3,4,-14,-11
Cc1ccc(C(C)C)c(OCc2ccc(C(=O)N/N=C/c3cccc(O)c3O)cc2)c1,4.4,-6,16,-10,1,-9,3,23,12
Cc1ccc(C(=O)N/C(=C\c2ccco2)C(=O)NCCc2c[nH]c3ccccc23)cc1,-0.4,0,3,-4,2,-4,4,-2,4
CCOC(=O)c1c(C)[nH]c(C)c1S(=O)(=O)NCCc1ccc(SC)cc1,-1.4,9,-17,-1,-2,1,3,-1,-4
CCOC(=O)C1CCCN(c2c(NCC3CCCN3CC)c(=O)c2=O)C1 (stereo unspecified),0.0,13,-4,-1,2,12,1,-8,7
Nc1nc(SCC(=O)Nc2cc(Cl)c(Cl)cc2Cl)n[nH]1,-1.0,-3,-1,7,8,10,9,-14,-9
COc1ccc(Br)cc1S(=O)(=O)n1nc(C)cc1C,-1.1,5,-6,2,-3,-2,0,-1,5
COc1ccccc1-c1cnc(C(O)c2cc(C)ccc2C)[nH]1 (stereo unspecified),·,-2,-5,2,2,2,5,-12,-2
CCCCSc1nnc(-c2ccc(NC(C)=O)cc2)n1C,11,4,-10,-2,-1,-3,1,-6,-1
COC(=O)COc1cccc(NC(=O)c2cccs2)c1,-0.7,7,-10,0,0,5,1,5,-4

# Continued:
SMILES,CRFBP-R2 agonist,CHRM1 PAM,CHRM1 antagonist,M5 PAM,CHRM5 agonist,M4 PAM,M4 ag,M4 antag,CHRM5 antagonist
COc1ccc2nc(NC(=O)c3ccc(-n4nc(C)cc4C)cc3)sc2c1,0.7,7,-11,-1,-2,2,0,-7,2
Cc1cc(NC(=O)CSc2cn(C)c3ccccc23)no1,-2.7,16,-9,-4,0,10,2,-17,0
CCOc1ccccc1NC(=S)NCC1CCCO1 (stereo unspecified),0.5,3,-2,2,-2,2,1,6,1
COc1cc2c(cc1OC)-c1cc(OCc3cccnc3)nc(=O)n1CC2,2.0,8,-6,9,2,3,1,1,-7
C/C(=N\NC(=O)COc1ccccc1)c1ccc(O)cc1,-3.3,9,-13,-6,-2,0,0,-7,-2
O=C(NNC(=O)c1ccccc1Cl)c1ccncc1,-1.7,0,-2,8,1,6,0,7,0
C[C@H](CO)N1C[C@H](C)[C@@H](CN(C)C(=O)NC2CCCCC2)Oc2ccc(NC(=O)C3CC3)cc2C1=O,0.7,-10,-1,6,4,-6,1,0,3
O=c1c(C=NCCCn2ccnc2)c(-c2ccccc2)[nH]n1-c1nc2ccccc2s1,-1.1,5,-14,-7,0,5,4,-9,-1
C[C@@H]1CN([C@H](C)CO)C(=O)CCCn2cc(nn2)CO[C@H]1CN(C)C(=O)c1ccc(N2CCN(C)CC2)cc1,·,4,-4,2,-1,5,-1,-14,-5
COc1ccc(N2C(=O)C(F)(F)C2c2cccc(F)c2)cc1 (stereo unspecified),0.7,-3,13,-1,-6,2,-1,7,7
Cc1nn(-c2ccccc2)c(CC(C)(C)C(=O)O)c1C(=O)O,-2.3,2,-18,-1,-1,4,1,5,-3
CC(=O)N1CCN(c2ccc(NC(=O)c3ccc(C)c([N+](=O)[O-])c3)cc2)CC1,-4.3,12,-14,18*,8,-10,6,0,-15
